Source: PubChem BioAssay (National Center for Advancing Translational Sciences (NCATS))
RORgamma inh – qHTS for inhibitors of ROR gamma transcriptional activity | Drosophila S2 Gal4-RORgamma UAS-luciferase reporter, 20 h | Potency, µM (highest dose often 53.6 µM), without a hit: at the highest dose activity change, negative = inhibition, most hits filed as inhibitors | 5.4% of 310,000 active | AID 2551, 2010; note: % is set by controls: 0 for no effect and ±100 for the full control effect; nearly all actives have a fitted effect of over 60% in size
Target sequence (P51450 whole entry, looked up, the tested form may be a part): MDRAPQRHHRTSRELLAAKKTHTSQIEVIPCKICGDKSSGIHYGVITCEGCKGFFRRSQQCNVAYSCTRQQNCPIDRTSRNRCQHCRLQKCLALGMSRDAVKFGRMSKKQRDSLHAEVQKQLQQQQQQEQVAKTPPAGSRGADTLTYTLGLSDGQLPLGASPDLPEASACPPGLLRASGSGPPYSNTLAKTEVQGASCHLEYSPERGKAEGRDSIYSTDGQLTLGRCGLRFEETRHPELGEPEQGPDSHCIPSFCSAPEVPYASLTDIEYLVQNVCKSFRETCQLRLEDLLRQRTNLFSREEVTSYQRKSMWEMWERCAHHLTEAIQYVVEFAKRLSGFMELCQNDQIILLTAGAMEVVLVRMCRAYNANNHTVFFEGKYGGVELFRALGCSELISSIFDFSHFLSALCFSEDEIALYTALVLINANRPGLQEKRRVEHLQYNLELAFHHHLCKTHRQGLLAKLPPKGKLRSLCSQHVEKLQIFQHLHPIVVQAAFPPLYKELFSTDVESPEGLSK
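Stable Schneider cell line, Gal4 DNA-binding domain fused to ROR gamma, UAS-luciferase. Cmpd 1 hr RT → CuSO4 700 uM final → 20 hr RT → luciferase reagent 10 min → luminescence.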
NPC1 prom act – qHTS Assay for NPC1 Promoter Activators; Huh7 NPC1 promoter luciferase reporter, 24 h; Potency, µM (top dose mostly 9.22 µM), inactives show at the top dose activation, hits mostly activators; 2.4% of 320,000 active; AID 485313, 2010;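 note: % of control where 0% means no effect; nearly all actives have a fitted effect of over 60% in size; reporter is driven by a mutant NPC1 promoter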
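Compounds in DMSO were transferred onto Huh7 NPC1-luciferase reporter cells pre-incubated 2 h; after 24 h at 37 °C, Amplite reagent was dispensed and luminescence recorded 10 min later.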
FLuc counter – qHTS profiling assay for firefly luciferase inhibitor/activator using purifed enzyme and Km concentrations of substrates (counterscreen for miR-21 project). Potency, µM (titrated, usually from 57.5 µM), without a hit: at the highest dose activity change, negative = inhibition, hits mostly inhibitors. 6.9% of 360,000 active. Luciferin 4-monooxygenase (Photinus pyralis), P08659. purified FLuc, Km substrates, luminescence inhibition;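 note: plate controls were vehicle for no effect and reference inhibitor for full effect; nearly all actives have a fitted effect of over 55% in size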
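Biochemical qHTS of compounds, final roughly 60 µM downward over six points, against 10 nM purified firefly luciferase using Km concentrations of substrates (10 uM D-luciferin, 10 uM ATP) in Tris acetate pH 7.5 buffer; luminescence output.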
Gal4-VP16 FLuc – VP16 counterscreen qHTS for inhibitors of ROR gamma transcriptional activity; Drosophila S2 Gal4-VP16 UAS-luciferase, luminescence, 20 h; Potency, µM (highest dose often 53.6 µM), for inactives: at the top dose activity, negative = inhibition, actives largely listed as inhibitors; 3.5% of 310,000 active; AID 2546, 2010;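 note: Gal4-VP16 expression switched on by copper sulfate through the metallothionein promoter; % is set by controls: 0 for no effect and ±100 for the full control effect; nearly all actives have a fitted effect of over 50% in size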
Rab9 prom act – qHTS Assay for Rab9 Promoter Activators | AID 485297, 2010 | 2.8% of 320,000 active | Potency, µM (top dose mostly 9.22 µM), without a hit: at the top dose activation, negative = inhibition, actives largely listed as activators | Huh7 Rab9 promoter-luciferase reporter, luminescence, 24 h; note: % of control where 0% means no effect; nearly all actives have a fitted effect of over 60% in size
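Cells were plated at 1500 per well in reduced-serum medium with 10% FBS and left 2 h. Compound in DMSO was then added for 24 h at 37 °C. Reporter signal was read by luminescence after 10 min with luciferase detection reagent.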
MBNL1 CUG block – qHTS Assay for Inhibitors of MBNL1-poly(CUG) RNA binding | TR-FRET MBNL1-His/biotin-(CUG)12 binding, 665/545 ratio | Potency, µM (top dose mostly 57.5 µM), for inactives: at the highest dose activity change, negative = inhibition, actives largely listed as inhibitors | 0.036% of 280,000 active; active = well fitted inhibition curve with a large enough effect in the signal ratio, with a control signal flat, not every such curve was filed as active; inconclusive = small, poorly fitted or top-dose-only effect, or effect the other way, or a change in a side signal; inactive = no such curve, though single readings can be large or run the other way; the % refers to the signal ratio; note: % is set by controls: 0 for no effect and ±100 for the full control effect
Target sequence (Q9NR56 whole entry, looked up): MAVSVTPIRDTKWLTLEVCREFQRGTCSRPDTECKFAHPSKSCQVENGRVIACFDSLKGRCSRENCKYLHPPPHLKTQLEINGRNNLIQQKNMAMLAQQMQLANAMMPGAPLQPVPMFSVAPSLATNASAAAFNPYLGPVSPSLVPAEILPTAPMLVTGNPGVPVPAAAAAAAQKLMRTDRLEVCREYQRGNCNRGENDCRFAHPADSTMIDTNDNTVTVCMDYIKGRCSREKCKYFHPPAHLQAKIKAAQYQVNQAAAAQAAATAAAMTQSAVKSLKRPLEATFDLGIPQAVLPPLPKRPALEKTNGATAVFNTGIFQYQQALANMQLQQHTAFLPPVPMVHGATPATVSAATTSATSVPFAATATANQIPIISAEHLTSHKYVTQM
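Inhibition of protein-RNA binding appears as loss of TR-FRET between terbium anti-His antibody on MBNL1-His and streptavidin-XL665 on biotin-(CUG)12. Activity is normalized to buffer-only and uninhibited-complex controls.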
p53 reactivator – qHTS assay for re-activators of p53 using a Luc reporter; Potency, µM (top dose mostly 92.2 µM), without a hit: at the top dose activity change, positive = activation, usual class: activators; 0.063% of 320,000 active; H1299 p53-A138V BP100-luciferase reporter, luminescence, 24 h; AID 504706, 2011; note: % of control where 0% means no effect; nearly all actives have a fitted effect of over 45% in size
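H1299 (p53-null), stable ts p53-A138V + BP100-Luc; 1000 cells/well, Opti-MEM/10% FBS; cpd 4 pt, 1:5; 24 h, 37 deg C, 5% CO2; detection reagent 10 min RT; luminescence.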
ELG1 genotoxic – qHTS screen for small molecules that induce genotoxicity in human embryonic kidney (HEK293T) cells expressing luciferase-tagged ELG1. HEK293T ELG1-luciferase reporter, luminescence, 16 h. Potency, µM (highest dose often 46 µM), without a hit: at the top dose activity change, positive = activation, most hits filed as activators. 1.3% of 330,000 active; note: % of control where 0% means no effect; nearly all actives have a fitted effect of over 60% in size
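16 hr compound incubation (37 °C, 5% CO2) of HEK293T cells carrying luciferase-tagged ELG1; luciferase then measured by ONE-Glo luminescence after 30 min at RT.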
uPA surface inh – qHTS for Inhibitors of Cell Surface uPA Generation; cell surface uPA generation assay, qHTS; Potency, µM (titrated, usually from 38.3 µM), for the others: top-dose activity change, negative = inhibition, most hits filed as inhibitors; 0.31% of 330,000 active; AID 540303, 2011; active = well fitted inhibition curve with a large enough effect; inconclusive = small, poorly fitted or top-dose-only effect; inactive = no such curve, though single readings can be large or run the other way; tested in mouse RAW 264.7 cells; note: % is set by controls: 0 for no effect and ±100 for the full control effect; nearly all actives have a fitted effect of over 55% in size
BRCA1 expr act – qHTS Assay to Identify Small Molecule Activators of BRCA1 Expression; MCF7-BRCA1-FFLuc reporter, luminescence, 48 h; response scale: scaled: vehicle 0%, 10 µM genistein 100%; Potency, µM (top dose mostly 46.1 µM), inactives show at the top dose activation, hits mostly activators; 1.1% of 380,000 active; AID 624202, 2012; note: nearly all actives have a fitted effect of over 80% in size; some results filed as inactive show a strong effect at the top dose
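Luminescence from a BRCA1-driven firefly luciferase in MCF7 cells was the read-out, taken 15 min after substrate addition following 48 h compound exposure at 37 °C. Data were normalized to a 10 microM genistein control and DMSO vehicle.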
* marks the source's active call; other numbers are inactive results; u = inconclusive; x = not tested or not shown; & = joins results of further samples; ! = not confirmed by another sample; [ ] = remark or other dose. Unless noted, calls come from the whole dose curve; as a rule, active = well fitted curve in the direction sought with a large enough effect; inconclusive = small, poorly fitted or top-dose-only effect, or another doubt; inactive = no such curve, though single readings can be large; an effect the other way counts as inactive or inconclusive. Potency is the fitted concentration of half-maximal effect.

SMILES | RORgamma inh | NPC1 prom act | FLuc counter | Gal4-VP16 FLuc | Rab9 prom act | MBNL1 CUG block | p53 reactivator | ELG1 genotoxic | uPA surface inh | BRCA1 expr act
COc1cc(C2C(C(=O)Nc3ccccc3OC)=C(C)Nc3ncnn32)ccc1O (stereo unspecified) | -9% | 1% | 0% | 3% | -1% | -7% | 3% | 1% | -4% | -16%
O=C1COc2ccc(C(=O)COC(=O)c3cc(S(=O)(=O)NCc4ccccc4)ccc3O)cc2N1 | 0% | -2% | -3% | u | -2% | 0% | -3% | -2% | -26% | 5%
CCn1c(/C=C2/C(=O)N(C)c3ccccc32)nc2ccccc2c1=O | 26% | -3% | 0% | -11% | 1% | u | -5% | 0% | -5% | -59%
CCNC(=O)NC(=O)C(C)Oc1ccc(C(=O)OC)cc1 (stereo unspecified) | 8% | -2% | -4% | -2% | -2% | -6% | 2% | 4% | 5% | -4%
CN(Cc1ccc(Cl)s1)C(=O)CSc1nnc(C2CC2)n1C1CC1 | x | 4% | 8% | x | 1% | x | -3% | 1% | 16% | 0%
Cc1csc(NC(=O)C2CCCO2)n1 (stereo unspecified) | 10% | -1% | 1% | 9% | -2% | -2% | -2% | 1% | x | 12%
O=C(Nc1cccc(C(=O)O)c1)/C(=C\c1ccccc1)NC(=O)c1ccccc1 | -1% | -1% | -10% | -12% | u | -12% | 0% | -2% | 0% | -9%
COc1ccc2nc(/C=N/NC(=O)[C@H](CCSC)NC(=O)OC(C)(C)C)ccc2c1 | -12% | -6% | u | 2% | -2% | 31%[activator] | -9% | 1% | -4% | 19%
O=C(O)c1cc(S(=O)(=O)N2CCOCC2)ccc1N1CCCCC1 | 31% | -4% | 1% | -1% | 13% | 2% | 2% | -1% | -2% | 0%
Cc1cc(CN(C)C(=O)CC2C(=O)NCCN2Cc2ccc(-c3ccccc3)cc2)on1 (stereo unspecified) | -8% | 1% | 0% | 1% | 0% | -2% | -7% | -2% | -5% | -19%
COc1cccc(C(=O)CSc2nnc(-c3ccco3)n2CC2CCCO2)c1 (stereo unspecified) | 21% | 0% | -2% | 19% | -1% | -5% | 1% | -1% | 1% | 1%
CN(Cc1ccccc1)C(=O)COC(=O)CCC(=O)c1ccc(F)cc1 | x | x | x | x | x | x | -9% | 0% | 5% | -30%
N#Cc1c(NC(=O)COC(=O)C2CC3C=CC2C3)oc(-c2ccccc2)c1-c1ccccc1 (stereo unspecified) | 2%[0.365 µM] | -7% | 1% | x | -7% | 4% | -12% | 3% | -2% | -46%
CN1CCC(=O)N(CCSc2ccc(Br)cc2)CC1 | 1%&21% | 17% | -17% | 4%&-1% | 4% | 4% | 8% | 4% | -12% | 68%
COc1ccc(-c2noc(CSc3nc(N)c(-c4ccccc4)c(=O)[nH]3)n2)cc1 | 85% | -1% | u | -28% | 0% | 1% | -10% | 3% | -37% | 3%
O=S(=O)(c1cccs1)N1CCC(CO)(Cc2cccc(F)c2)CC1 | 41% | -1% | -1% | 6% | -7% | 4% | 0% | -4% | x | -19%
CC(C)c1nc2c(s1)CCc1onc(-c3ccc(Cl)cc3)c1-2 | x | -3% | 3% | x | 0% | x | u | 2% | 10% | -4%
Cc1ccc(C(=O)Oc2ccc([N+](=O)[O-])cc2)cc1S(=O)(=O)N1CCCCCC1 | -12% | -2% | 3% | u | 3% | 21% | -6% | -4% | -1% | -5%
CC1(C)OC(C)(C)/C(=C\c2ccccc2[N+](=O)[O-])C1=O | -4% | -4% | -2% | 25% | 0%[1.84 µM] | 5% | 1% | -7% | -10% | 6%
COc1ccccc1CCC(=O)N1CCN(S(=O)(=O)c2cccc(F)c2)CC1 | x | 3% | -2% | x | -1% | x | -1% | 0% | -3% | -16%

Next section, starting with the last two of the part before.
SMILES | RORgamma inh | NPC1 prom act | FLuc counter | Gal4-VP16 FLuc | Rab9 prom act | MBNL1 CUG block | p53 reactivator | ELG1 genotoxic | uPA surface inh | BRCA1 expr act
CC1(C)OC(C)(C)/C(=C\c2ccccc2[N+](=O)[O-])C1=O | -4% | -4% | -2% | 25% | 0%[1.84 µM] | 5% | 1% | -7% | -10% | 6%
COc1ccccc1CCC(=O)N1CCN(S(=O)(=O)c2cccc(F)c2)CC1 | x | 3% | -2% | x | -1% | x | -1% | 0% | -3% | -16%
O=S(=O)(c1ccc2nc(SCc3ccc(Cl)cc3)[nH]c2c1)N1CCOCC1 | 30% | -2% | -1% | -9% | -2% | x | -4% | -5% | -12% | -42%
CCOc1ncccc1C(=O)OC(C)C(=O)Nc1ccc(CC)cc1 (stereo unspecified) | u | 4% | 0% | 16% | 15% | 0% | 10% | -3% | -5% | 2%
COc1ccc(OC)c(CN2CCN(Cc3cccc4ccccc34)CC2)c1 | -3% | -3% | -4% | 10% | -6% | -8% | -2% | -10% | -1% | -36%
CCOc1ccc(C(=O)NC2=NCCS2)cc1 | u | 1.1µM* | 11µM* | -15% | 0.5µM* | -5% | 0% | u | x | x
COC(=O)CSc1nc(COc2ccccc2)nc2ccccc12 | 10% | 0% | -13% | 16% | 6% | 11% | u | -6% | 6% | 2%
CCOC(=O)c1sc(NC(=O)c2cncc(Br)c2)nc1C | 10% | -14% | 2.1µM* | 30% | 17% | u | u | 18µM* | x | x
Cc1ccccc1-n1c(Cn2c(=O)sc3ccccc32)nnc1SCC(=O)N1CCCC1 | -1% | -5% | -12% | 2% | 1% | -5% | 0% | 12% | -10% | -2%
Cc1nc(Nc2ccc3c(c2)OCCO3)c2c(C)c(C)sc2n1 | -11% | -3% | u | 10% | -1% | x | -5% | -4% | x | -6%
Cc1c(Cc2ccccc2)c(=O)oc2c(C)c(OCC(=O)NCC3CCC(C(=O)O)CC3)ccc12 (stereo unspecified) | -27% | -1% | -17% | -2% | -2% | -6% | x | 4% | -6% | 7%
COc1ccc(CN2C(=O)c3ccccc3C2C(=O)NCCc2ccccc2)c(OC)c1 (stereo unspecified) | 10% | 1% | 5%&4% | -1% | 1% | -9% | -2% | 0% | 1% | -55%
N=C1/C(=C\c2coc3ccccc3c2=O)C(=O)N=C2SC(c3ccncc3)=NN12 | 25% | -7% | u | 4% | -4% | u | 0% | 1% | 1% | -27%
Cc1ccc(-c2cc(C(F)F)nc(NCc3cccnc3)n2)cc1 | u | -1% | 1% | -4% | -4% | -2% | 5% | -2% | -6% | -57%
COc1ccccc1OCCNC(=O)c1ccc2c(c1)OCCO2 | x | 3.2µM* | u | x | 2.2µM* | x | 24% | u | -5% | u
Cn1c(Cn2c(=O)sc3ccccc32)nnc1SCC(=O)Nc1ccc(Cl)cc1 | 22% | -1% | 1% | -5% | -2% | u | 18% | 8% | -4% | -10%
O=C(Nc1cc(=O)[nH]c2ncnn12)c1ccccc1Cl | 7% | -1% | 4% | -8% | -1% | 3% | 7% | 6% | 0% | 2%
CCOC(=O)CN(Cc1sccc1C)C(=O)Nc1ccc(OC)cc1OC | 40% | -3% | -25% | -3% | -3% | -5% | -4% | -2% | 6% | -12%
CC(=O)Nc1ccc(OC(=O)CC2SC(=O)NC2=O)cc1 (stereo unspecified) | 0% | 1% | -4% | -5% | -1% | 7% | -3% | 1% | 1% | 7%
CCOC(=O)C1CCN(C(=O)Cn2cc(C(=O)c3ccco3)c3ccccc32)CC1 | 2% | x | 0% | -4% | x | -1% | x | x | -8% | 1%
CCN1CCN(C(=O)NS(=O)(=O)c2ccc(C)cc2)CC1 | -13% | 0% | -1% | 2% | 1% | -3% | -2% | 8% | 3% | 2%
Cc1ccc(OCC(=O)Nc2nnc(S(=O)(=O)N3CCCCCC3)s2)cc1 | -30% | -1% | 9.5µM*! | -3% | -8% | -4% | 4% | -3% | -3% | 2%
O=C(O)c1cc(S(=O)(=O)Nc2ccc3oc(=O)sc3c2)ccc1O | -2% | -2% | -4% | -3% | -10% | -9% | -2% | -1% | 7% | -18%
Cc1ccc(C)c(NC(=O)c2ccc3nccnc3c2)c1 | 15% | 18% | u | 4% | 10% | u | 0% | -9% | 1% | 37%
COC(=O)n1c(SC)nc2ccccc21 | 1% | -4% | -2% | -4% | 0% | -3% | 8% | 0% | -12% | 26%
CCOc1ccc(S(=O)(=O)n2cc(-c3ccc(F)cc3)c(N)n2)cc1 | 13% | 4% | -1% | 4% | 1% | 5% | -3% | -4% | x | -24%
NS(=O)(=O)c1ccc(CCNC(=O)COC(=O)CCN2C(=O)C3CC=CCC3C2=O)cc1 (stereo unspecified) | x | 0% | x | x | -2% | x | 6% | 2% | 11% | -2%
O=C(c1ccc(Cl)cc1)c1cnc2ccccn12 | u | 3.2µM* | 9.5µM* | 3% | 2.5µM* | -11% | u | 12µM* | 2% | u
O=C(COC(=O)c1ccccc1F)NC1CC1 | x | -3% | -15% | x | -3% | x | 8% | 2% | -11% | 4%
COc1ccc(NS(=O)(=O)c2ccc3c(c2)oc(=O)n3C)c(OC)c1 | 3% | -3% | 0% | 2% | -3% | -5% | -3% | -3% | 5% | -7%

Random draw from the library (roughly 13% active in at least one column).
